Bioassay records from PubChem.
rCAG binder: molecules binding r(CAG) RNA repeats; r(CAG) RNA repeat, TO-PRO-1 dye displacement fluorescence; inhibition, % at 3 µM; 1.3% of 370,000 active; AID 651821;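 active = inhibition above the plate cutoff, the mean of all test compounds on that plate plus 3 SD, cut at about 35% in these data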;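 note: 0% = DMSO alone and 100% = 100 µM mitoxantrone as full dye displacement; higher means more dye released from RNA so lower well fluorescence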
TCR-CD3 inh: human TCR-CD3 binding inhibition | inhibition, % at 9.4 µM | TAMRA-labeled TCR probe fluorescence, biochemical | AID 651800 | 0.37% of 360,000 active; in the data active = inhibition above about 19%;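 note: recombinant mutant TCR 2C K166C tagged with TAMRA read by polarization; 0% = receptor in buffer alone and 100% = receptor with positive control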
UHRF1 binding: UHRF1 methyl-DNA binding inhibition; Q96T88; UHRF1 binding to methylated oligo, TR-FRET; inhibition, % at 4.4 µM; 0.75% of 370,000 active; AID 687016; in the data active = inhibition above about 21%;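 note: UHRF1 SRA domain binding a hemimethylated CpG hairpin DNA probe; 0% = median of test compound wells and 100% = reference inhibitor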
Target sequence (Q96T88 whole entry, looked up, the tested form may be a part): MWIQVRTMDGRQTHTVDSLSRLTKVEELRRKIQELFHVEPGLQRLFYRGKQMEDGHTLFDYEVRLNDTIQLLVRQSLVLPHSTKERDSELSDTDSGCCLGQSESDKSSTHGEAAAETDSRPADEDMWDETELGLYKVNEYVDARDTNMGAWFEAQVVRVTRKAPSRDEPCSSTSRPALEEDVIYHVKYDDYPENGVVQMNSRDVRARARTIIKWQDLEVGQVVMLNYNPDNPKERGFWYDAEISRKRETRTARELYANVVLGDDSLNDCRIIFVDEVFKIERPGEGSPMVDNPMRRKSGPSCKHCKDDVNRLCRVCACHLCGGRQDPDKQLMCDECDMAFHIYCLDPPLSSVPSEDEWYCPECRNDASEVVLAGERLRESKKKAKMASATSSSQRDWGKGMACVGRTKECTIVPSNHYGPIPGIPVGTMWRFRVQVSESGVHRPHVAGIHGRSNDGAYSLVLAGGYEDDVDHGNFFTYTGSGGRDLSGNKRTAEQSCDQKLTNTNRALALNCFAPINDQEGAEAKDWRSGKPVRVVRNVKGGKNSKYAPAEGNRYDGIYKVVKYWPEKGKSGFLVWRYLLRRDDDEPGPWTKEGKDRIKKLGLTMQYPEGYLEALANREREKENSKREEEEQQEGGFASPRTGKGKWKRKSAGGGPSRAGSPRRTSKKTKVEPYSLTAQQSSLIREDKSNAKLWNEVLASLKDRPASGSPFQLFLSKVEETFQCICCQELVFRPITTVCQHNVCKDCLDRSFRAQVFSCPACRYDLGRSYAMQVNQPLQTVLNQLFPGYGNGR
NR1D1 modulator: modulates human Rev-erb alpha binding to DNA | P20393 | Rev-erbα–FITC-DNA binding, fluorescence polarization, 90 min | activity, % at 10 µM | 0.79% of 370,000 active | AID 1259318;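 active = activity above about 14%, limit read from the data; passing the limit was not always enough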;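 note: 0% = DMSO wells with 35 nM protein and 100% = DMSO wells with 750 nM protein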
LEDGF integ inh: blocks HIV-1 LEDGF/p75-dependent DNA integration | TR-FRET IN-LEDGF/p75 DNA integration, Eu/Cy5 | inhibition, % at 3.7 µM | 0.64% of 370,000 active;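 active = inhibition above the screen-wide mean plus 3 SD, cut at about 13% in these data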;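 note: signal is the Cy5 over europium emission ratio at 671 and 618 nm; 0% = plate median of compound wells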
PG9 Ab binder: PG9 antibody binding by small molecule | 0.43% of 360,000 active | TR-FRET gp120-PG9 antibody binding | AID 624416 | inhibition, % at 6.7 µM; in the data active = inhibition above about 8.5%
HTRA1 inh: HTRA1 (human) protease inhibition. Q92743. recombinant HTRA1, FP-rhodamine activity-based probe, fluorescence polarization. inhibition, % at 5.96 µM. 0.5% of 340,000 active. AID 504803; in the data active = inhibition above about 36%;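 note: 0% = enzyme with DMSO and 100% = wells lacking enzyme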
PRMT1 FP inh: inhibitors of human PRMT1 | inhibition, % at 2.79 µM | recombinant PRMT1, activity-based probe fluorescence polarization | 1.3% of 370,000 active | Q99873;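 active = inhibition above about 21% made by adding two undisclosed values, limit read from the data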
MBD2 inh: MBD2-methylated oligo binding inhibition. Q9UBB5. TR-FRET, MBD2 binding to methylated oligonucleotide. inhibition, % at 4.4 µM. 0.31% of 370,000 active. AID 686964; in the data active = inhibition above about 13%
mABHD4 FP: inhibitors of mouse ABHD4; Q8VD66; purified mABHD4, FP-Rh probe fluorescence polarization; inhibition, % at 8.92 µM; 0.54% of 370,000 active; AID 720543;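 active = inhibition exceeding the mean over every tested compound plus 3 SD, cut at about 30% in these data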;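 note: 0% = plate median of compound wells and 100% = S159A mutant with DMSO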
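Doses – 8.92 µM, single dose · Material – wild-type mouse ABHD4 protein · Replication – single well per compound (singlicate) · Measure – percent inhibition of probe binding, normalized to plate controls · Schedule – 45 min compound pre-incubation plus 60 min probe step, 25 °C · Detection – fluorescence polarization with parallel and perpendicular emission, 525/598 nm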
* = called active by the depositor; nt = no result given. Only part of the results is shown; rates above refer to the full screens.

The line under a structure holds: rCAG binder, TCR-CD3 inh, UHRF1 binding, NR1D1 modulator, LEDGF integ inh, PG9 Ab binder, HTRA1 inh, PRMT1 FP inh, MBD2 inh, mABHD4 FP
- O=C(C1=C(O)C(=O)N(CCN2CCOCC2)C1c1cccc([N+](=O)[O-])c1)c1cc2ccccc2o1 (stereo not given)
→ 12, -2, -4, -7, 0, -1.1, -1, -2, -3, -2
- COc1ccc(-c2cc(C(F)(F)F)nc(SCCC(=O)N3CCOCC3)n2)cc1
→ -1, 6, -2, 9, 0, 0.1, 4, -1, 2, 9
- CCc1nnc(NC(=O)/C=C/c2cccs2)s1
→ -1, -1, -2, -1, -4, 0.0, 12, -2, -1, -2
- COc1ccc(C(=O)COC(=O)CCN2C(=O)C3C4CCC(C4)C3C2=O)cc1 (stereo not given)
→ -5, 2, -3, 6, 0, 0.5, 0, -4, 1, 1
- COc1ccccc1COC(=O)c1cccc(S(=O)(=O)N2CCCC2)c1
→ -4, 9, -3, 4, 3, 0.1, -11, -2, -4, -4
- CCCc1cc(=O)oc2c(CN3CCOCC3)c(O)ccc12
→ 2, -4, -3, -5, 3, 1.3, 3, 2, 1, 4
- Cc1c(C(=O)N2CCCCC2)c(S(=O)(=O)N(C)Cc2ccco2)c(C)n1C
→ -2, -5, -3, 3, 2, 0.3, 11, -1, -2, -5
- O=C(CCC1CCCCC1)NNC(=O)c1cnccn1
→ -2, -3, 3, -6, -2, -1.6, 1, 2, -3, 5
- O=C(C1CCC(CNc2c(N3CCCCC3)c(=O)c2=O)CC1)N1CCCCC1 (stereo not given)
→ 1, -2, 0, 4, -1, -1.4, 4, -9, -2, 1
- CCOc1ccc(NC(=O)NCc2ccco2)cc1
→ 0, -6, 3, -3, -3, 0.8, 7, 2, -2, 7

One compound at a time (already shown). Order of values: rCAG binder, TCR-CD3 inh, UHRF1 binding, NR1D1 modulator, LEDGF integ inh, PG9 Ab binder, HTRA1 inh, PRMT1 FP inh, MBD2 inh, mABHD4 FP
CCCc1cc(=O)oc2c(CN3CCOCC3)c(O)ccc12 across the screens: 2, -4, -3, -5, 3, 1.3, 3, 2, 1, 4
COc1ccc(-c2cc(C(F)(F)F)nc(SCCC(=O)N3CCOCC3)n2)cc1 across the screens: -1, 6, -2, 9, 0, 0.1, 4, -1, 2, 9

(cont.)
The line under a structure holds: rCAG binder, TCR-CD3 inh, UHRF1 binding, NR1D1 modulator, LEDGF integ inh, PG9 Ab binder, HTRA1 inh, PRMT1 FP inh, MBD2 inh, mABHD4 FP
- CN(CC(=O)Nc1ccc(F)c(F)c1F)C(=O)Cn1cnc2c1c(=O)n(C)c(=O)n2C
→ 0, -3, 0, -2, -2, -2.0, -4, -5, -3, 4
- C=CCN(c1ccccc1)S(=O)(=O)c1cccc2cccnc12
→ -4, -2, 7, 3, 3, 2.3, 2, 8, 1, -14
- COc1ccc(-c2coc3c(CN4CCCCC4C)c(O)ccc3c2=O)cc1 (stereo not given)
→ 4, -3, 0, 6, -3, -0.9, -2, -4, -1, -1
- CCOc1cc(/C=N/N=C(/N)c2nonc2N)cc(Br)c1OCc1ccc(Cl)cc1
→ 4, 0, 3, -4, 0, 0.1, -20, 1, 3, -19
- O=C(NCC1CCCO1)c1ccc(NC(=O)c2cccc(Br)c2)cc1 (stereo not given)
→ -6, -7, 2, 1, -4, -0.7, -11, 2, 4, -4
- Cc1cc2occ(CC(=O)NC3CCCc4ccccc43)c2cc1C (stereo not given)
→ 18, 5, 0, 9, -2, -0.4, -12, -2, 3, -5
- COc1ccc(NC(=O)Nc2nnc(-c3cccs3)s2)cc1
→ 33, 4, -2, -7, -2, -2.3, -4, 0, 0, 0
- O=c1c(-c2cccs2)nc2ccccc2n1C(c1ccccn1)c1nc2ccccc2[nH]1 (stereo not given)
→ 17, 0, -6, -4, 3, -0.9, nt, 1, -3, -3
- Cn1c(=O)c(-c2ccccc2)cc2ccccc21
→ 4, 3, 2, -2, 2, -0.1, 0, -4, -4, 3
- CC(C)(C)c1ccc(-c2noc(CCC(=O)NCC3CCCO3)n2)cc1 (stereo not given)
→ -3, 0, 4, 1, -5, 0.0, -6, 2, 5, -4
- CC(O)(CS(=O)(=O)Cc1cccc(C(F)(F)F)c1)C(=O)Nc1cccc(C(F)(F)F)c1 (stereo not given)
→ -1, -1, 2, -1, -2, 1.6, -25, 5, 2, -9
- Cc1ccc(S(=O)(=O)c2cc3c(=O)n4ccccc4nc3n(C3CCCCC3)c2=N)cc1
→ 0, 3, 2, 2, 1, 0.1, -2, 1, -3, 3
- O=C(CCCOC(=O)c1ccc(O)cc1O)c1ccccc1
→ 3, 0, 8, 3, 1, 0.1, -13, 0, 1, -10
- O=S(CC(O)COCc1ccc(Cl)cc1)c1ccccn1 (stereo not given)
→ -2, 5, 3, -4, 3, 4.0, -5, 4, 8, -14
- O=C1NC[C@H](Cc2ccccc2)N(C[C@H]2CCCN2C[C@H](Cc2ccccc2)N2C[C@H](Cc3ccc(O)cc3)N(CCc3ccccc3)C(=O)C2=O)C1=O
→ 12, -8, 17, -3, 2, 0.0, -21, 1, 9, 3
- CC12CN3CCN(CC(C3)C1(O)CN1CCCCC1)C2 (stereo not given)
→ -1, 4, 1, 2, -4, -2.3, -1, -2, 0, 4
- CC(=O)Nc1ccc(-c2ccnc3c2CC(C)(C(=O)Nc2cccc(C(C)=O)c2)O3)cc1 (stereo not given)
→ 0, -8, 0, -2, -1, -2.5, nt, -1, 0, -1
- N#C/C(=C\c1ccco1)C(=O)Nn1cnnc1
→ 2, -15, 3, -3, 0, -3.0, 0, 0, -10, 0
- Cc1cc(C)n(-c2nc3ccccc3c(=O)n2OC2CCCCC2)n1
→ -10, 8, 3, 3, -3, -2.0, 0, -2, 4, -12
- O=C(O)C12C3CCC(O3)C1(C(=O)O)C1CCC2O1 (stereo not given)
→ 1, 3, -1, 3, 0, -1.7, 4, 2, 0, -1
- CC(C)c1ccc(C(C(=O)NC(C)(C)C)N(C(=O)CNC(=O)c2ccco2)c2cccnc2)cc1 (stereo not given)
→ -7, 0, -1, 6, -2, -0.2, 1, -3, -5, -5
- C[C@@H]1CN([C@@H](C)CO)C(=O)CCCn2nncc2CO[C@@H]1CN(C)C(=O)c1cc(-c2ccccc2)on1
→ 0, -7, 1, 6, -4, -0.6, 6, 5, 0, 1
- COc1ccc(NC(=O)CSc2nnc(N)s2)cc1S(=O)(=O)N1CCCCC1
→ 8, 1, -1, -3, 2, -0.6, 4, 3, -7, 6
- Cc1nnc(NC(=O)CSc2nc(C(C)C)nc3ccccc23)s1
→ 2, -2, -1, -1, 2, -1.8, 0, 1, 0, -3
- CC(=O)Nc1nc(C)c(-c2nc3ccc([N+](=O)[O-])cc3[nH]2)s1
→ 6, -2, -3, 7, 1, -0.9, -8, 1, -2, -1
- CCOc1cccc(NC(=O)Cn2nc(-c3ccc4c(c3)OCCO4)ccc2=O)c1
→ 8, 8, -3, 52*, 2, 9.1*, -17, 2, -5, -22
- Cc1ccc(C)c(OCCC(=O)OCC(=O)Nc2cc(S(=O)(=O)N3CCOCC3)ccc2C)c1
→ -3, 2, 2, -3, 1, 0.6, -3, 2, 5, 2
- O=C(c1ccc(CS(=O)Cc2ccccc2Cl)o1)N1CCN(c2cccc(Cl)c2)CC1 (stereo not given)
→ 1, -5, 1, 4, 4, -1.8, -6, 2, -4, -29
- CCn1c(SC)nnc1-c1c[nH]c2ccccc12
→ 0, 5, -1, 2, -2, -0.4, 1, -3, 2, -3
- O=C(CN1CCC(n2nnc3cc(C(F)(F)F)ccc32)CC1)Nc1ccc2c(c1)CCC2
→ 5, 6, -4, -5, 3, -0.2, -13, -2, 1, 5
- Cc1cc(C)n(-c2cc(C)c(C)cc2Br)n1
→ -8, 6, 0, 4, 0, 1.0, 4, -1, 4, -2
- CCCCn1nnnc1C1(C)CCC(=O)N1Cc1cccc(F)c1 (stereo not given)
→ -1, -4, 3, 15, -1, 0.7, nt, 1, 5, 0
- COC(=O)C1=C(C)N(Cc2cccc(C(F)(F)F)c2)C(=NCc2ccc(OC)cc2)NC1c1ccc(Cl)cc1 (stereo not given)
→ 8, -5, 4, -6, 5, 0.3, nt, 2, -2, 13
- Cc1cc2nc(-c3ccccc3)c(Cc3cccc(Cl)c3)n2c(C)c1Br
→ 52*, -6, 7, -3, 1, 0.0, nt, 3, 1, -17
- CSc1nc2cc(S(=O)(=O)N3CCCCC3)ccc2s1
→ -4, 4, 0, -2, -2, 1.9, -2, 0, -7, -4
- Cc1nnsc1-c1c(C(=O)Oc2ccccc2)c(C)nn1-c1ccccc1
→ -8, -8, 2, 3, -7, -0.6, nt, 6, -2, 0
- O=C(CCn1c(=S)[nH]c2cc3c(cc2c1=O)OCO3)N1CCc2ccccc2C1
→ 5, 10, -1, -1, 1, -2.1, nt, -3, -3, 2
- COc1ccc(N2C(=O)CC(Nc3ccc(C(=O)O)cc3)C2=O)cc1OC (stereo not given)
→ -1, 7, 0, 6, -2, -1.5, 7, -3, 1, -2
- CC1=Nc2ccc(C)cc2/C1=C/c1c(N)n2nc(CC(=O)N3CCOCC3)sc2nc1=O
→ 21, 5, -3, -1, 1, -4.8, -4, -4, -1, 3
- Cc1ccccc1CNC(=O)C(=O)NCC1OCCCN1S(=O)(=O)c1cccs1 (stereo not given)
→ -3, -2, 3, 4, -6, 0.3, -4, 2, 11, -12
- COc1ccc(C(=O)NCC(=O)OCCOc2ccc(Cl)cc2)cc1OC
→ 2, -8, 1, -2, -4, 0.2, 0, 5, 0, 5
- CN(Cc1ccccc1)Cc1nc2scc(-c3ccccc3)c2c(=O)[nH]1
→ 1, -5, 6, -3, 2, 1.0, -7, 8, 4, -9
- Cc1ccc(-n2nc3c([n+]2[O-])CCc2c-3no[n+]2[O-])cc1
→ 2, -7, 2, 0, -1, 2.0, -2, 1, 2, 4
- O=C(O)c1ccccc1C(=O)NC1Cc2ccccc2C1
→ -3, 1, 0, 0, -1, -0.3, -5, 4, -2, 2
- Cc1cc(NC(=O)CSc2nc3c(c(=O)n2-c2ccccc2)SC(C)C3)no1 (stereo not given)
→ 2, -6, 3, 2, 5, 0.0, -6, 0, 3, -2
- O=C(CCCNS(=O)(=O)c1cccc2nsnc12)NCCN1CCN(c2ccccc2F)CC1
→ -5, 0, -2, 0, 1, -1.5, -3, -3, 3, -1
- O=C1COc2ccc(-c3csc(NCC4CCCO4)n3)cc2N1 (stereo not given)
→ 3, -6, 1, 7, 0, -2.1, 7, 3, 0, 3
